Screening results as filed in PubChem BioAssay.
KCNH2 WT inh: qHTS for Inhibitors of KCHN2 3.1: Wildtype qHTS; Voltage-gated inwardly rectifying potassium channel KCNH2 (Homo sapiens), Q12809; 340,000 compounds, 0.37% hits; U2OS, BacMam KCNH2, thallium flux FluxOr; stronger effect = lower value; activity change, % at 1.84 µM;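 active means maximum activity change below -70%; inconclusive means maximum activity change between -70% and -50%; inactive means maximum activity change above -50%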; further: on the % scale 0 is the no-effect control and ±100 the full control effect
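U2OS cells were transduced with wild-type KCNH2 virus (2.03 x 10^8 / mL) for 4 h at room temperature, then cultured overnight at 37 C. Thallium flux was read with FluxOr dye. Rate constants were normalized to DMSO controls.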
KCNH2 3.1 block: qHTS for Inhibitors of KCHN2 3.1: Mutant qHTS. 340,000 compounds, 0.95% hits. U2OS KCNH2 3.1, thallium flux FluxOr; stronger effect = lower value. activity change, % (tested at about 1.8 µM). Potassium voltage-gated channel subfamily H member 2, brain isoform KCNH2 3.1 (human). AID 720553, 2013;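 active means maximum activity change below -70%; inconclusive means maximum activity change from -70% to -50%; inactive means maximum activity change above -50%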;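 further: thallium influx rate constant from kinetic fluorescence after stimulation buffer; on the % scale 0 is the no-effect control and ±100 the full control effect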
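Steps: virus added to U2OS suspension (4 h, RT, dark); medium with 10% FBS added, cells plated, 37 C overnight; FluxOr/Red40 loading buffer 45 min RT; stimulation buffer, 2 min kinetic read; rate constant normalized.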
S-ASM inh: Inhibitors of Secretory Acid Sphingomyelinase (S-ASM): qHTS. 340,000 compounds, 0.006% hits. placental ASM, HMU-PC fluorogenic substrate, 60 min. Sphingomyelin phosphodiesterase (Homo sapiens), P17405. Potency, µM (highest dose often 57.5 µM), for the others: at the highest dose activity change, negative = inhibition, actives largely listed as inhibitors; further: potency means the concentration at half of the fitted maximal effect
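qHTS format. ASM enzyme prepared from human placenta hydrolyses the fluorogenic substrate HMU-PC0 (9 uM final) over 60 min at 37 °C after a 10 min compound preincubation.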
TRPV1 agonist: HTS Assay for Compounds that Act as Agonists of the Vanilloid Receptor 1; TRPV1-expressing cells, Fluo-8 calcium influx, agonist mode; Transient receptor potential cation channel subfamily V member 1 (Homo sapiens), Q8NER1; activation, % at 8.33 µM; 320,000 compounds, 0.19% hits; in the data active means activation above about 80%; inconclusive means between about 30% and that limit; further: 0% is about no effect
Target sequence (Q8NER1 whole entry, looked up): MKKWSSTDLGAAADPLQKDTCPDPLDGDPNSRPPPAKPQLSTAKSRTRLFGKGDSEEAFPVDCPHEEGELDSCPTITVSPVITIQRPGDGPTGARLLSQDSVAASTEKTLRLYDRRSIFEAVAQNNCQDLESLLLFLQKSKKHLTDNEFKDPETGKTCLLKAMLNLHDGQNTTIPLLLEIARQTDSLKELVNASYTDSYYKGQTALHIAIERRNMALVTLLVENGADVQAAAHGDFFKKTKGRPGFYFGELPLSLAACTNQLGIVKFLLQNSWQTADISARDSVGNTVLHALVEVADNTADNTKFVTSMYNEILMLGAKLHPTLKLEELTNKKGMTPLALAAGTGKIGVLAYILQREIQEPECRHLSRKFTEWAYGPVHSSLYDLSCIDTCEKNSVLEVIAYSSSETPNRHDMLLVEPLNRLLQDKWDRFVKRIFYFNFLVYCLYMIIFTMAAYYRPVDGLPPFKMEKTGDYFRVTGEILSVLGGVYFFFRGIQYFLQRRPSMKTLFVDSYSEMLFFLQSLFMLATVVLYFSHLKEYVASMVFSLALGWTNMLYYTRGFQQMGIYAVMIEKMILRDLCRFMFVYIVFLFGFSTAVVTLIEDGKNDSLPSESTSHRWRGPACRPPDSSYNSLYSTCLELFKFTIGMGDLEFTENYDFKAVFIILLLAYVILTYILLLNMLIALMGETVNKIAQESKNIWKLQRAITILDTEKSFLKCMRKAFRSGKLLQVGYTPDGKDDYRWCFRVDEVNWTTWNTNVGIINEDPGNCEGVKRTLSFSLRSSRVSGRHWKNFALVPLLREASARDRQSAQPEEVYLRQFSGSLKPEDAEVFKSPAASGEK
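Cells expressing TRPV1 were dye-loaded with Fluo-8 and read kinetically: 10 s baseline, 3 min after compound (agonist portion), then 2 min after EC20 capsaicin (allosteric enhancer portion). Calcium-bound dye fluorescence at 480/520 nm.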
Integrin act MD: qHTS for Activators of Integrin-Mediated Alleviation for Muscular Dystrophy; alpha7betagal myoblasts, beta-gal FDG fluorescence, 48 h; Potency, µM (highest dose often 38.3 µM), without a hit: at the highest dose activation, actives largely listed as activators; 350,000 compounds, 0.064% hits;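 further: potency means the concentration at half of the fitted maximal effect; 100% = response of the positive control SU9516; nearly all actives have a fitted effect of over 60% in size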
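alpha7betagal+/- myoblasts (passage 13, 250/well) treated 48 h at 37C with compounds at 1:260 dilution of DMSO stock. Lysed, then beta-galactosidase activity read as FDG fluorescence (ex 480/em 540) after 30 min, with pre-read for autofluorescence.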
MBNL1 CUG block: qHTS Assay for Inhibitors of MBNL1-poly(CUG) RNA binding; Muscleblind-like protein 1 (Homo sapiens), Q9NR56; TR-FRET MBNL1-His/biotin-(CUG)12 binding, 665/545 ratio; Potency, µM (series often up to 57.5 µM), without a hit: at the top dose activity change, negative = inhibition, hits mostly inhibitors; 280,000 compounds, 0.036% hits; AID 2675, 2010; active means well fitted inhibition curve with a large enough effect in the signal ratio, with a control signal flat, not every such curve was filed as active; inconclusive means small, poorly fitted or top-dose-only effect, or effect the other way, or a change in a side signal; inactive means no such curve, though single readings can be large or run the other way; the % refers to the signal ratio; further: potency means the concentration at half of the fitted maximal effect; on the % scale 0 is the no-effect control and ±100 the full control effect
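His-tagged MBNL1 binding to biotinylated (CUG)12 RNA was measured by TR-FRET using terbium anti-His antibody (0.055 ng/ul final) and streptavidin-XL665 (5 nM final). Compounds were titrated 92 nM to 58 uM; 60 min at room temperature.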
CXXC DNA block: qHTS Fluorescence Polarization Assay for Inhibitors of MLL CXXC domain - DNA interaction; Histone-lysine N-methyltransferase 2A (Homo sapiens), Q03164; MLL-CXXC / FITC-HOXA9 DNA fluorescence polarization; Potency, µM (highest dose often 115 µM), without a hit: top-dose activity change, negative = inhibition, most hits filed as inhibitors; 290,000 compounds, 0.037% hits; active means well fitted inhibition curve with a large enough effect in the polarisation, with a control signal flat, not every such curve was filed as active; inconclusive means small, poorly fitted or top-dose-only effect, or effect the other way, or a change in a side signal; inactive means no such curve, though single readings can be large or run the other way; the % refers to the polarisation; further: potency means the concentration at half of the fitted maximal effect
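Steps: dispense CXXC domain solution (7 uM) → pin compounds or unlabeled HOX-A9 DNA control → 5 min ambient → add FLSN-HOX-A9 solution (50 nM) → spin → 30 min ambient → fluorescence polarization. Tris pH 7.5/NaCl/DTT/BSA buffer.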
GALK inh: qHTS Assay for Inhibitors of Human Galactokinase (GALK); P51570; Purified GALK, Kinase-Glo residual ATP luminescence; Potency, µM (top dose mostly 57.5 µM), inactives show top-dose activity change, negative = inhibition, usual class: inhibitors; 270,000 compounds, 0.007% hits; AID 1868, 2009; further: potency means the concentration at half of the fitted maximal effect; on the % scale 0 is the no-effect control and ±100 the full control effect
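Galactose (100 uM) and ATP (35 uM) were turned over by 5 nM GALK for 1 h at RT. Kinase-Glo Plus then converted the remaining ATP into a luminescent signal.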
FBPA coupling cs: qHTS Assay for Inhibitors of Fructose-1,6-bisphosphate Aldolase from Giardia Lamblia: Coupling assay counterscreen | coupling enzyme system counterscreen, AmpLite Red fluorescence | activity change, negative = inhibition, % at 58.2 µM, hits read low | 290,000 compounds, 0.67% hits; in the data active means activity change below about -30%; further: on the % scale 0 is the no-effect control and ±100 the full control effect
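Fluorescence at 525 nm excitation and 598 nm emission measured inhibition of the coupled detection system without aldolase. Compounds (at 57.5 uM final) were preincubated 10 min at room temperature with coupling enzyme reagent before a 20 min substrate/AmpLite Red step.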
AT treatment: qHTS Assay for Identifying a Potential Treatment of Ataxia-Telangiectasia. […] A-T fibroblasts, KAP-1 phosphorylation AlphaLISA; neocarzinostatin DNA damage 30 min before lysis. Potency, µM (titrated, usually from 57.5 µM), for inactives: at the top dose activation, actives largely listed as activators. 320,000 compounds, 0.19% hits. AID 485349, 2010; further: potency means the concentration at half of the fitted maximal effect; % of control where 0% means no effect; nearly all actives have a fitted effect of over 45% in size
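hTERT-immortalized A-T patient fibroblasts ([…]), 500 cells/well in OPTI-MEM, 1% FBS, got compounds for 60 min, then NCS for 30 min at 37C. Lysates were then assayed for phospho-KAP-1 by AlphaLISA (anti-pKAP1 donor, anti-KAP1 acceptor beads), 6 hr at 25C.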
* = called active by the depositor; ? = inconclusive; nt = not tested or not shown; [ ] = another dose, or the depositor's remark. Unless noted, the call rests on the fitted dose curve; in most records, active means well fitted curve in the direction sought with a large enough effect; inconclusive means small, poorly fitted or top-dose-only effect, or another doubt; inactive means no such curve, though single readings can be large; an effect the other way counts as inactive or inconclusive.

SMILES	KCNH2 WT inh	KCNH2 3.1 block	S-ASM inh	TRPV1 agonist	Integrin act MD	MBNL1 CUG block	CXXC DNA block	GALK inh	FBPA coupling cs	AT treatment
CCC(C)[C@H](N)c1nnc(SCC(=O)Nc2ccc(C)cc2C)o1 (stereo not given in full)	4	-9	1%	2	-16%	11%	4%	0%	-4	-6%
Cc1ccc(NC(=O)Cn2nc(C)c3ccccc3c2=O)cc1	-4	4	0%	1	-7%	-13%	-1%	1%	1	0%
COC(=O)c1cc2ccc(OC)c(OC)c2c(=O)s1	-1	7	18%	0	5%	?	2%	1%	-2	2%
CCOC(=O)C1CCN(C(=O)c2cc(S(=O)(=O)N(C)C)ccc2N2CCCC2)CC1	9	6	-1%	-1	2%	-4%	41%[activator]	-6%	nt	6%
Cc1cc(=O)n(-c2ccccc2Cl)[nH]1	-1	-5	4%	5	5%	0%	-3%	1%	1	-5%
O=C(NCCc1c[nH]c2ccc(Cl)cc12)c1cccnc1	1	-16	2%	2	2%	-4%	-5%	-2%	-3	2%
O=C(COc1coc(CN2CCc3ccccc3C2)cc1=O)Nc1ccc(Cl)cc1	43	-25	0%	-1	2%	nt	nt	nt	nt	2%
Cc1ccc(C(=O)NNC(=O)c2cc3ccccc3cc2O)cc1	-5	0	23%	6	-31%[inhibitor]	7%	14%	-2%	-1	-3%
Cc1ccc(CN2CCCN(Cc3c(F)cccc3Cl)S2(=O)=O)cc1	2	13	5%	-2	1%	-5%	7%	nt	0	19%
Cc1cc(NCCCn2ccnc2)n2ncc(-c3ccc(Cl)cc3)c2n1	-2	-73*	7%	2	-56%[inhibitor]	-9%	19%	-3%	1	-2%
Cc1cc(C)cc(C(=O)N2CCC3(CC2)NCCc2[nH]cnc23)c1	-2	0	4%	-1	6%	11%	0%	5%	nt	3%
COc1ccc(-c2cnc(NCc3cc4c(cc3[N+](=O)[O-])OCO4)n2C)cc1	1	-3	0%	-2	11%	?	14%	-1%	-2	5%
O=C(COc1cccc(C(F)(F)F)c1)NNC(=O)Cc1ccc(S(=O)(=O)N2CCOCC2)s1	-1	32	-2%	1	3%	nt	nt	nt	nt	-8%
CCN(CC)S(=O)(=O)c1ccc(N(C)Cc2ccc(C(F)(F)F)cc2)nc1	-5	-18	-5%	28	-21%	-4%	1%	-6%	-2	6%
N#Cc1ccsc1NC(=O)c1ccccn1	2	-1	-1%	10	0%	8%	2%	0%	-1	-2%
COc1ccc(/C=C/c2c([N+](=O)[O-])c(=O)n(C)c(=O)n2C)c(OC)c1	-5	1	-7%	-2	0%	?	-6%	2%	2	6%
CCCN(C(=O)c1cccc(S(=O)(=O)N2CCCc3ccccc32)c1)C1CCS(=O)(=O)C1 (stereo not given)	6	-11	1%	2	2%	nt	nt	nt	nt	13%
COc1ccc(C(C)=O)cc1CSc1nnc(-c2ccncc2)o1	-3	-30	8%	10	5%	-2%	14%	nt	0	-3%
Cc1ccc(S(=O)(=O)NCCc2nnc(SCc3cccnc3)n2C)cc1	-12	13	-3%	-3	14%	0%	0%	2%	0	2%
COc1ccc(CCNC(=O)c2c(O)c3ccccc3[nH]c2=O)cc1OC	2	1	-4%	2	-16%	-8%	?	-1%	-1	-10%
COc1ccc(NC(=O)Nc2cccc3ccccc23)cc1S(N)(=O)=O	?	-5	-8%	-2	-9%	?	5%	-3%	-4	2%
O=C(Nc1ccc(Cl)cc1)C1CCC(=O)N1Cc1ccccc1Cl (stereo not given)	-2	-5	0%	-2	15%	-12%	7%	-2%	2	8%
CC(C(N)=O)N1c2cccc3cccc(c23)S1(=O)=O (stereo not given)	6	3	23%	-1	7%	25%	7%	-1%	-6	7%
COc1cc(/C=N/n2cnnc2)ccc1OCCOc1ccccc1	1	-1	-2%	-1	17%	9%	-1%	0%	4	1%
COc1ccc(Cl)cc1NC(=O)CN(C)CC(=O)Nc1ccc2c(c1)OCO2	-4	24	0%	19	-13%	nt	nt	nt	nt	12%
SMILES	KCNH2 WT inh	KCNH2 3.1 block	S-ASM inh	TRPV1 agonist	Integrin act MD	MBNL1 CUG block	CXXC DNA block	GALK inh	FBPA coupling cs	AT treatment
CCn1c(SCC(=O)c2ccc(Cl)s2)nnc1-c1cccs1	-2	8	-3%	-4	-2%	?	31%[activator]	6%	-3	-1%
COc1cc2c3nc4n(c(=O)c3n(CC(=O)NCC3CCCO3)c2cc1OC)CCS4 (stereo not given)	-8	2	8%	1	-20%	-6%	0%	-1%	-7	-15%
COc1ccc(Cl)cc1NC(=O)COC(=O)CCNC(C)=O	-6	-12	3%	0	1%	-6%	10%	5%	0	1%
CC(C)C[C@H]1CNC(=S)N1CC1CCCN1C[C@H](CC(C)C)N1C[C@H](Cc2ccc(O)cc2)N(CC2CCCCCC2)C1=S (stereo not given in full)	-17	-6	?	nt	2%	nt	nt	nt	nt	nt
NC(=O)C1CCN(c2ccnc3cc(Cl)ccc23)CC1	5	2	2%	11	-6%	11%	-2%	-2%	0	0%
O=C(NCCCn1ccnc1)/C(=C/c1cccnc1)NC(=O)c1ccco1	-5	-2	1%	1	-28%	4%	0%	2%	-1	-12%
CNC(=O)CCCCCNS(=O)(=O)c1ccc(C)cc1	-12	12	-2%	-1	28%	-4%	-6%	-2%	2	0%
Cc1cc2cc(CN(CCCN3CCOCC3)C(=O)NC3CCCCC3)c(=O)[nH]c2cc1C	4	-22	-1%	0	-20%	10%	-4%	1%	-21	-3%
Cn1nc(C(=O)OCC(=O)Nc2cc(Cl)ccc2C#N)c2ccccc2c1=O	0	10	1%	1	13%	nt	nt	nt	nt	5%
CC(C)c1ccc(CNc2ccc([N+](=O)[O-])cn2)cc1	-2	12	-5%	26	-7%	?	-4%	-3%	-3	2%
Cc1ccccc1S(=O)(=O)Cc1ccc(C(=O)N(C)C2CCCCC2)o1	2	-12	-1%	2	21%	4%	11%	-6%	nt	-8%
COc1cccc(CN2CCNC(=O)C2CC(=O)N(C)CCC2CCOCC2)c1 (stereo not given)	4	-13	12%	1	11%	0%	6%	5%	nt	8%
O=C(NCc1ccccc1)NC1CCCCC1	-3	4	0%	26	1%	-9%	5%	2%	1	8%
O=C(NCCC1=CCCCC1)C1CCN(S(=O)(=O)c2cccc3cccnc23)CC1	-5	-10	2%	-4	9%	-8%	0%	-3%	3	8%
O=C(NCC1CCCO1)/C(=C/c1ccccc1F)NC(=O)c1ccccc1 (stereo not given)	8	-7	-1%	-3	?	5%	13%	1%	0	2%
CC(C)CC1NC(=O)N(CC(=O)N2c3ccccc3NC(=O)C2(C)C)C1=O (stereo not given)	0	-3	5%	0	5.6µM*	2%	-6%	-2%	0	0%
O=C(c1ccc(F)cc1)N(NC(=O)C(O)(c1ccccc1)c1ccccc1)c1ccccc1	-4	-5	-1%	8	-11%	-16%	7%	-1%	0	-7%
CSC1=C(C#N)C(=O)NC(c2ccc(Cl)cc2)S1 (stereo not given)	2	-6	-5%	7	-9%	-3%	-22%	-3%	11	6%
COC(=O)C1=C(C)NC2=C(C(=O)CCC2)C1c1cccc(C)n1 (stereo not given)	43	2	nt	-1	19%	8%	-8%	-7%	-5	10%
N#CCSc1nnc(SCC#N)s1	-1	13	1%	-1	-31%[inhibitor]	-11%	33%[activator]	-1%	-1	-10%
COc1ccc(C(=O)NCC(=O)OCC(=O)N2CCN(S(=O)(=O)c3ccccc3)CC2)cc1	-1	10	3%	-1	14%	17%	2%	0%	8	-1%
COc1ccc(C2C(C#N)=C(N)N(c3cccnc3)C3=C2C(=O)CC(C)(C)C3)cc1OC (stereo not given)	1	-3	8%	-11	-48%[inhibitor]	-16%[11.5 µM]	12%	nt	1	0%
CN(C)c1ccc(NC(=O)c2cccc(N3C(=O)CCC3=O)c2)cc1	-5	21	-5%	2	-1%	7%	2%	6%	-5	-6%
Cc1ccc(-n2nc3c(N4CCC(C(=O)N5CCC(C(N)=O)CC5)CC4)nnc(C)c3c2C)cc1	3	19	32%[activator]	-4	-6%	7%	56%[activator]	-2%	-1	16%
COc1ccc(CC(=O)O/N=C(\N)c2ccncc2)cc1	14	1	-1%	4	-4%	7%	-2%	-1%	0	4%
NC1=NC2(CCCCCC2)n2c(nc3ccccc32)N1	5	14	-2%	3	-10%	-16%	6%	1%	nt	-2%
